Screening results deposited in PubChem BioAssay by several laboratories.
sEH activator: activators of human soluble epoxide hydrolase | purified human sEH enzymatic activity, activator screen | P34913 | activation, % at 2 µM | 91,000 compounds, 0.04% hits; in the data active = activation above about 37%; note: values of inactives mirror those of a sister screen read the other way
S1P2 ag: activates the human S1P2 receptor | S1P2-expressing cell line, agonist reporter read-out | activation, % at 4.5 µM | 97,000 compounds, 0.46% hits; in the data active = activation above about 16%;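 note: 0% = vehicle low control and 100% = maximal reference agonist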
PTPN22 act: LYP (human) phosphatase activation; recombinant LYP, DiFMUP fluorescence; 0 = plate median, 100 = signal doubled; activation, % at 2 µM; 96,000 compounds, 0.11% hits;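 active = activation at 2 µM above a set limit, the mean plus 5 SD, cut at about 37% in these data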
Target sequence (Q9Y2R2 whole entry, looked up): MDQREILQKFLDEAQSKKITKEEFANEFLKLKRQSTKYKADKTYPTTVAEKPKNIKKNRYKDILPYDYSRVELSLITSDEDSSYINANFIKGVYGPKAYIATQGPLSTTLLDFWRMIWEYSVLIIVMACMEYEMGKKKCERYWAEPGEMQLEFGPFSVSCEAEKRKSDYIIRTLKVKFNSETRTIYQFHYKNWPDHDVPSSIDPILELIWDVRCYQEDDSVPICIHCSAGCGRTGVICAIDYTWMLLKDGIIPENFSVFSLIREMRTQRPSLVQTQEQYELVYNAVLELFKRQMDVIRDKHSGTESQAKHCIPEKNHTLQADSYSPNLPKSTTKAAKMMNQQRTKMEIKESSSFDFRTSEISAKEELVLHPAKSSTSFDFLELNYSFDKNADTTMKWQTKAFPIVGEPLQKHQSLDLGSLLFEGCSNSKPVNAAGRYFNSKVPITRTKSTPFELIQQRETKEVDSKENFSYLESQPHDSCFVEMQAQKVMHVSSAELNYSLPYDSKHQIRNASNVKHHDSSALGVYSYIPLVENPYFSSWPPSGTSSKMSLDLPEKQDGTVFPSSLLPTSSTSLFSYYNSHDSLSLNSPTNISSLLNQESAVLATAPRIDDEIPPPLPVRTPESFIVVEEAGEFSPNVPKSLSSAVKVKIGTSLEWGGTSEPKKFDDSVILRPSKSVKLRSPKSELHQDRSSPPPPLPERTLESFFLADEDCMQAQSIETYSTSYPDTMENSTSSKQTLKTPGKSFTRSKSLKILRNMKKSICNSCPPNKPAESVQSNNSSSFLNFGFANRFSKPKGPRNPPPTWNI
PostGolgi ctrl: yeast control strain growth, post-Golgi counter-screen; efflux-deficient yeast background strain, growth absorbance A615, 16 h; inhibition, % at 10 µM; 98,000 compounds, 5% hits; AID 738; in the data active = inhibition above about 30%
HUVEC inhibit: inhibitors of human endothelial cell proliferation. HUVEC proliferation, CellTiter-Glo luminescence, 72 h; stronger effect = lower value. viability, % at 10 µM (by protocol). 86,000 compounds, 1.1% hits. AID 648;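 active = viability at or below 30%; inactive = viability above 30%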;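 note: 100% = median luminescence of DMSO-only cell control wells on each plate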
S1P2 antag: S1P2 (human) receptor antagonism | O95136 | cell-based S1P2 antagonist assay, inhibition at 5 uM | inhibition, % at 5 µM | 97,000 compounds, 0.21% hits; in the data active = inhibition above about 45%;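 note: CRE beta-lactamase reporter cells expressing human S1P2 stimulated with S1P; 0% = agonist at EC80 alone and 100% = agonist plus reference antagonist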
sEH inhibitor: inhibitors of human soluble epoxide hydrolase; P34913; recombinant human sEH enzymatic activity assay; inhibition, % at 2 µM; 91,000 compounds, 0.34% hits; in the data active = inhibition above about 80%; note: values of inactives mirror those of a sister screen read the other way; many of its hits are not listed in these tables
Fibroblast inh: blocks proliferation of human lung fibroblasts; AID 719; viability, % at 10 µM; LL 47 human lung fibroblast viability, ATP luminescence; stronger effect = lower value; 85,000 compounds, 1.1% hits;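 active = viability at or below 50% in the single dose screen; inactive = viability above 50%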;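 note: compound exposure lasted 72 h before the ATP readout; 100% = median luminescence of untreated cell-only wells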
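Material: human lung fibroblast line LL 47, low passage; Evaluation: viability percentage against median untreated-cell control; Buffer or medium: 15% FBS in IMEM; Incubation: 72 h compound exposure at 37 °C after overnight plating; Dosing: 0.1% DMSO in all compound wells; Measured by: CellTiter-Glo luminescence.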
H69AR growth 86K: growth inhibitors of human H69AR lung tumor cells; H69AR lung tumor viability, ATP luminescence, 72 h; stronger effect = lower value; viability, % at 10 µM; 85,000 compounds, 6% hits;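 active = viability at or below 40%; inactive = viability above 40%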;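 note: multidrug resistant small cell line overexpressing MRP-1 efflux transporter; 100% = mean luminescence of untreated control wells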
Active calls of the source: *; · = no result given.

mol,sEH activator,S1P2 ag,PTPN22 act,PostGolgi ctrl,HUVEC inhibit,S1P2 antag,sEH inhibitor,Fibroblast inh,H69AR growth 86K
CCCNC(=O)c1ccc2snnc2c1,6,-2,0,·,101,-13,-6,105,103
CCc1cc2c(=O)c(-c3nc4ccccc4n3C)c(C)oc2c(CN2CCOCC2)c1O,-6,-2,-6,18,91,-5,4,93,75
O=C(CCCN1C(=O)C2C3C=CC(C3)C2C1=O)N1CCN(c2ccccc2)CC1 (configuration not stated),-47,-3,8,13,91,2,46,96,102
O=C(Nc1ccc2nc(-c3ccco3)c(-c3ccco3)nc2c1)NC1CC1,-15,-2,-7,·,72,-28,15,108,41
CCCCNC(=O)Nc1c(C(=O)OCC)[nH]c2ccccc12,-20,-5,-5,-11,93,14,21,90,98
CCOC(=O)N1CCC(NC(=O)c2cc(S(=O)(=O)N(CC)CC)ccc2F)CC1,-52,-2,3,4,107,-15,51,101,62
CSc1ncccc1C(=O)OCC(=O)N(CC(C)C)C1CCS(=O)(=O)C1 (configuration not stated),0,-4,13,9,105,13,-2,97,95
O=C(NS(=O)(=O)c1ccccc1)c1ccccc1O,-7,-11,8,-4,92,13,7,94,88

Reprinted at random: two compounds from above
mol,sEH activator,S1P2 ag,PTPN22 act,PostGolgi ctrl,HUVEC inhibit,S1P2 antag,sEH inhibitor,Fibroblast inh,H69AR growth 86K
CCCCNC(=O)Nc1c(C(=O)OCC)[nH]c2ccccc12,-20,-5,-5,-11,93,14,21,90,98
CCOC(=O)N1CCC(NC(=O)c2cc(S(=O)(=O)N(CC)CC)ccc2F)CC1,-52,-2,3,4,107,-15,51,101,62

Continued:
mol,sEH activator,S1P2 ag,PTPN22 act,PostGolgi ctrl,HUVEC inhibit,S1P2 antag,sEH inhibitor,Fibroblast inh,H69AR growth 86K
NCCCCCc1nnc(SCC(=O)c2ccc(Cl)cc2)o1,-4,-12,4,4,98,-3,3,104,86
COc1cc(/C=C/C(=O)NCc2cccnc2)cc(OC)c1OC,8,0,0,-1,·,7,-7,·,·
COc1cc(C(=O)Nc2ccc3c(c2)OCCO3)ccc1OC(C)C,8,1,-5,-9,104,-26,-8,94,77
COc1ccc(NC(=O)CCCn2c(=O)[nH]c3ccccc3c2=O)cc1,-14,-8,3,-1,89,4,15,106,78
CCN(CC)CCNC(=O)CCCCCn1c(=O)[nH]c2cc(C(=O)OC)ccc2c1=O,-5,-1,7,1,82,-11,6,100,102
O=[N+]([O-])c1ccc(-c2cc(-c3ccc(Cl)cc3)n[nH]2)cc1,-10,-4,-10,6,·,-11,13,·,·
CN(CCc1ccccn1)C(=O)c1nn2c(C(F)(F)F)cc(-c3ccco3)nc2c1Cl,2,-6,-11,9,90,-16,-2,92,85
O=C(CN1CCN(C(=O)c2ccco2)CC1)Nc1c2c(nc3c1CCC3)CCCC2,·,-2,4,22,99,-7,·,92,82

Among those listed so far, 5 have sulfur:
mol,sEH activator,S1P2 ag,PTPN22 act,PostGolgi ctrl,HUVEC inhibit,S1P2 antag,sEH inhibitor,Fibroblast inh,H69AR growth 86K
CCCNC(=O)c1ccc2snnc2c1,6,-2,0,·,101,-13,-6,105,103
CCOC(=O)N1CCC(NC(=O)c2cc(S(=O)(=O)N(CC)CC)ccc2F)CC1,-52,-2,3,4,107,-15,51,101,62
CSc1ncccc1C(=O)OCC(=O)N(CC(C)C)C1CCS(=O)(=O)C1 (configuration not stated),0,-4,13,9,105,13,-2,97,95
O=C(NS(=O)(=O)c1ccccc1)c1ccccc1O,-7,-11,8,-4,92,13,7,94,88
NCCCCCc1nnc(SCC(=O)c2ccc(Cl)cc2)o1,-4,-12,4,4,98,-3,3,104,86

Later entries:
mol,sEH activator,S1P2 ag,PTPN22 act,PostGolgi ctrl,HUVEC inhibit,S1P2 antag,sEH inhibitor,Fibroblast inh,H69AR growth 86K
CCOCCCNCc1ccc(OC)c(OC)c1,12,-7,6,26,108,0,-9,96,87
CCCCN1C(=O)C2C(C(=O)Nc3cccc(OC)c3)C3C=CC2(O3)C1C(=O)NC1CCCCC1C (configuration not stated),7,-4,6,8,105,-8,-2,104,81
C=CCn1c(SCC(=O)Nc2c(C)n(C)n(-c3ccccc3)c2=O)nc2sc(C)c(C)c2c1=O,-14,-3,10,4,·,-7,13,·,·
C=CCN1CC(c2nc3ccccc3n2Cc2cccc3ccccc23)CC1=O (configuration not stated),-6,-6,-6,-3,86,-10,9,94,70
O=C(CCNS(=O)(=O)c1ccc(Br)s1)N1CCN(c2ccccc2)CC1,15,-3,0,-4,·,-3,-12,·,·
Cc1cccc(-n2ccnc2SCC(=O)Nc2nnc(C)s2)c1,-4,-6,7,4,102,12,3,102,89
COC(=O)Nc1c(-c2ccccc2)nc2ccc(C)cn12,·,·,·,8,94,·,·,104,91
O=C(C1CC1)N1CCc2cc(Br)cc(S(=O)(=O)NC3CCCCC3)c21,·,·,·,14,100,·,·,105,98
CCCCn1c(CCC(=O)O)ccc1-c1cccs1,1,-4,-9,0,·,9,-1,·,·
CN(CC(=O)O)Cc1nc2ccccc2[nH]1,2,1,3,2,·,-26,-1,·,·
Cc1occc1C(=O)n1cnc2ccccc21,-1,-4,0,-1,104,12,1,98,82
CCC1CCc2c(sc3nc(SCC(=O)NCc4ccco4)n(-c4ccccc4)c(=O)c23)C1 (configuration not stated),6,-3,-2,·,38,2,-2,64,3.0*
O=C(C1CCN(c2nnc(-n3cccc3)s2)CC1)N1CCN(Cc2ccc3c(c2)OCO3)CC1,·,·,·,7,91,·,·,93,90
Cc1oc(-c2cccc(Cl)c2)nc1CN1CCCC(C(=O)NC(C)c2ccc3c(c2)OCCO3)C1 (configuration not stated),·,0,·,17,56,13,·,89,54
O=S1(=O)CCN2C(c3ccco3)=CSC2=N1,-5,-3,2,-1,92,12,5,98,85
Cc1cc(N(CN2CCCC2=O)C(=O)c2ccc(F)cc2)no1,·,-5,-1,9,96,-10,·,98,90
CCOC(=O)C1CCN(C(c2cccnc2)c2c(NC(=O)c3ccco3)sc(C)c2C)CC1 (configuration not stated),-14,0,-6,26,88,-9,17,92,68
Cc1cc(C)cc(C(=O)N(NC(=O)Nc2ccc(Cl)cc2)C(C)(C)C)c1,10,-4,-3,4,·,14,-7,·,·
COc1ccc(S(=O)(=O)NCc2ccc3c(c2)OCO3)cc1C,14,-6,-3,2,92,13,-14,103,102
CN1CCN(C(=S)NC(=O)/C=C/c2cccc3ccccc23)CC1,-6,-1,4,6,·,-6,8,·,·
C1CCN(c2nc3nonc3nc2N2CCCCC2)CC1,-6,-2,-6,-1,108,1,8,87,82
CCOC(=O)NC(=O)COC(=O)Cc1cc(OC)c(OC)c(OC)c1,-7,-3,1,7,99,-8,10,106,87
Cc1c(-c2ccco2)[n+](=O)c2c(n1[O-])CCCCC2,·,-4,-1,7,116,-2,·,97,109
CC(C)=CC(=O)Nc1nnc(C(C)C)s1,8,-5,-3,12,97,20,-6,101,72
COc1cccc(-c2ccc(C#N)c(SCC(=O)NCCc3cccc(Cl)c3)n2)c1,-4,-5,-2,9,·,10,6,·,·
Cc1cc(S(=O)(=O)NCc2cccnc2)ccc1-n1cnnn1,8,0,2,-2,91,24,-7,99,101
C=CCOC(=O)C1C(=O)CC(C)(O)C(C(=O)OCC=C)C1c1ccc(OC)cc1 (configuration not stated),-2,-3,-4,4,104,6,6,95,58
Cc1cccc(C(=O)Nc2nnc(-c3ccc(C(C)(C)C)cc3)s2)c1,-4,-4,3,-2,·,12,6,·,·
CCOC(=O)Cc1c(C)nc2cc(C)nn2c1C,-1,-5,-9,·,86,-1,4,94,87
C[N+]1(CCOc2ccc([N+](=O)[O-])cc2)CCOCC1,7,-11,1,10,·,5,-4,·,·
O=C(c1ccncc1)N1C2C=CC(C2)C1(C(F)(F)F)C(F)(F)F (configuration not stated),-4,-5,-3,4,102,13,6,98,91
COc1ccccc1C1C(C(N)=O)=C(C)Nc2nc(-c3ccc(Cl)cc3)nn21 (configuration not stated),-19,-2,10,8,·,1,18,·,·

Some of the entries so far, with two lines to a compound.
Sequence of screens: sEH activator | S1P2 ag | PTPN22 act | PostGolgi ctrl | HUVEC inhibit | S1P2 antag | sEH inhibitor | Fibroblast inh | H69AR growth 86K
O=C(c1ccncc1)N1C2C=CC(C2)C1(C(F)(F)F)C(F)(F)F (configuration not stated)
 : -4 | -5 | -3 | 4 | 102 | 13 | 6 | 98 | 91
COc1ccccc1C1C(C(N)=O)=C(C)Nc2nc(-c3ccc(Cl)cc3)nn21 (configuration not stated)
 : -19 | -2 | 10 | 8 | · | 1 | 18 | · | ·

The results go on:
mol,sEH activator,S1P2 ag,PTPN22 act,PostGolgi ctrl,HUVEC inhibit,S1P2 antag,sEH inhibitor,Fibroblast inh,H69AR growth 86K
Cc1onc(-c2ccccc2Cl)c1C(=O)NCc1cccnc1,·,·,·,5,94,·,·,102,94
CCCCS(=O)(=O)Nc1ccc(C(=O)NCC2CCCO2)cc1 (configuration not stated),-6,-6,4,7,102,12,7,106,107
CC1CCCN(CCC(=O)c2ccc(Br)cc2)C1 (configuration not stated),5,-8,-3,14,·,-3,-2,·,·
O=C(Nc1ccc(Cl)c(Cl)c1)N(Cc1cccnc1)Cc1ccco1,·,-4,6,105*,100,-18,·,97,77
CN1CCN(C(=O)CN(CCc2ccccc2)S(C)(=O)=O)CC1,-6,0,-2,17,90,-5,4,106,98
COc1ccc(NC(=O)C2CCCN(S(=O)(=O)c3cccc4cccnc34)C2)c(OC)c1 (configuration not stated),·,-5,0,3,105,13,·,113,100
CC(C)CN(C(=O)CSc1nnc2ccccn12)c1c(N)n(CC(C)C)c(=O)[nH]c1=O,-8,-7,25,5,97,1,5,104,96
Cn1c(SCc2cccc(C(F)(F)F)c2)nnc1-c1ccco1,4,-6,-12,2,105,19,-3,100,·

Full records, quoted from the list. Order of screens: sEH activator	S1P2 ag	PTPN22 act	PostGolgi ctrl	HUVEC inhibit	S1P2 antag	sEH inhibitor	Fibroblast inh	H69AR growth 86K
`CC1CCCN(CCC(=O)c2ccc(Br)cc2)C1` (configuration not stated) as listed: 5	-8	-3	14	·	-3	-2	·	·
`COc1ccc(NC(=O)C2CCCN(S(=O)(=O)c3cccc4cccnc34)C2)c(OC)c1` (configuration not stated) as listed: ·	-5	0	3	105	13	·	113	100

Other entries.
mol,sEH activator,S1P2 ag,PTPN22 act,PostGolgi ctrl,HUVEC inhibit,S1P2 antag,sEH inhibitor,Fibroblast inh,H69AR growth 86K
CCOc1ccc(N/C=C\C(=O)c2ccc3c(c2)OCO3)cc1,1,-4,-11,·,106,-3,-1,113,113
O=C(COC(=O)c1ccc(O)cc1)Nc1ccc(N2CCCCC2)cc1,-21,-7,2,-4,99,10,20,98,100
COc1ccc(C(c2nnnn2Cc2ccc(F)cc2)N2CCN(c3ccc(OC)cc3)CC2)cc1 (configuration not stated),-4,-3,0,29,99,17,3,90,80
CCCn1c(SCC(=O)Nc2nc3ccccc3s2)nc2c1c(=O)n(C)c(=O)n2C,9,-4,11,15,83,-20,-12,98,69
COc1ccc2cc(CCNC(=O)C3CC3)c(=O)[nH]c2c1,8,-6,-6,4,99,-6,-6,100,86
Cc1cc(N(CN2CCCC2=O)C(=O)c2ccccc2)no1,·,-3,8,12,93,22,·,94,89
FC(F)(F)c1cnc(Oc2ccccc2-c2nnco2)c(Cl)c1,6,0,-4,-4,93,16,-3,75,87
O=c1cc(CSc2ccccn2)c2ccccc2[nH]1,7,-8,4,-13,85,-14,-6,100,90

The list is partial; the hit share may differ from the screen's.
